Assay outcomes as filed in PubChem BioAssay.
RBBP9 inhibitor – inhibitors of human serine hydrolase RBBP9. inhibition, % at 7.94 µM. AID 1515. recombinant RBBP9, FP-Rh probe fluorescence polarization. 0.2% of 220,000 active. O75884;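 active = inhibition above the campaign mean of all tested compounds plus 3 SD, cut at about 14% in these data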;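 also: plate controls were DMSO wells with RBBP9 for no effect and wells lacking RBBP9 protein for full effect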
Target sequence (O75884 whole entry, looked up): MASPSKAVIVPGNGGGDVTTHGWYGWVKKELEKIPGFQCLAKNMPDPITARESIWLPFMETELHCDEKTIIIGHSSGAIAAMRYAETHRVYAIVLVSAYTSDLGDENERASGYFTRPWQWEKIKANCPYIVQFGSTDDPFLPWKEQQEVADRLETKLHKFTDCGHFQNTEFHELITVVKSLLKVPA
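Measured by – fluorescence polarization · Test system – RBBP9 protein · Input – 2.5 µM RBBP9 dispensing solution, before mixing · Measure – percent inhibition from mP, scaled between DMSO and no-protein wells · Benchmarks – DMSO-treated enzyme wells and wells lacking RBBP9 · Times – preincubation 30 min plus labeling 45 min at 25 °C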
PERK inhibitor – blocks human PERK kinase; Q9NZJ5; CHO PERK-DD fusion, SEAP luminescence translation reporter; inhibition, % at 5.6 µM; 0.17% of 220,000 active;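 active = inhibition above the mean inhibition of all tested compounds plus 3 SD, set separately per screening campaign, cut at about 2.9% in these data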;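 also: PERK kinase domain activated by AP20187 dimerizer at 100 nM; 0% = DMSO with dimerizer and 100% = rapamycin at 8.4 µM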
zVAD death inh – L929 zVAD cell death inhibition; viability rescue, % at 10 µM; 0.38% of 220,000 active; L929 zVAD necroptosis rescue, ATP luminescence, 24 h; with zVAD 60 µM; AID 1377;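 active = activation, scaled between plate controls, above about 75%, limit read from the data; inactive = activation under that limit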;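 also: 0% = zVAD with DMSO and 100% = DMSO alone without zVAD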
TNF death inh – inhibitors of TNF-alpha induced necroptosis in Jurkat FADD-/- cells; activation (protection from cell death), % at 10 µM; AID 463075; Jurkat FADD-/- TNF necroptosis rescue, ATP luminescence, 24 h; 0 = TNF only, 100 = no-TNF cells; 0.068% of 220,000 active;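 active = activation, meaning protection from cell death, of at least 50% relative to plate controls; inactive = activation below 50%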;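 also: necroptosis triggered by 40 ng/mL TNF-alpha added together with compound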
Runt-CBFb FRET – Runt domain-CBFb interaction inhibition | Q01196+Q13951 | Cerulean-Runt/Venus-CBFb FRET ratio 530/480, 1 h | inhibition, % at 20 µM | 0.46% of 220,000 active | AID 1496;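 active = inhibition over about 50% at 20 µM in the single-dose screen, limit read from the data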;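 also: 0% = DMSO wells and 100% = excess unlabeled CBFb competitor control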
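Doses: 20 µM compound in 1% DMSO | Material: Cerulean-labeled Runt domain protein | Amount: Each fluorescent fusion protein 100 nM | Schedule: Two 1 h room-temperature incubations shielded from light | Measured by: FRET fluorescence | Evaluation: Loss of energy transfer signal | Controls: Unlabeled CBFb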
Runt-SMMHC FRET – inhibitors of human RUNX1 Runt domain binding to CBFb-SMMHC; 0.74% of 220,000 active; Cerulean-Runt/Venus-CBFb-SMMHC FRET ratio 530/480, 1 h; AID 1434; inhibition, % at 20 µM;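 active = mean inhibition across duplicate retests at 20 µM reaching about 50%, limit read from the data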;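 also: 0% = DMSO wells and 100% = wells with excess untagged CBFb-SMMHC; inhibitors lower the FRET ratio by blocking Runt binding to CBFb-SMMHC; some results filed as inactive read as strong as hits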
PGE2 EP2 inh – inhibitors of human EP2 prostaglandin E2 receptor | P43116 | C6 glioma cells expressing human EP2, cAMP TR-FRET; cells stimulated with saturating PGE2 | AID 1422 | 0.52% of 260,000 active | inhibition, % at 25 µM;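 active = percent inhibition above 40 after rounding to a whole number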;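 also: rat C6 glioma host cells with rolipram phosphodiesterase inhibitor present; the protocol text gives 20 µM as final concentration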
EP2 modulator – modulators of human EP2 prostaglandin E2 receptor; P43116; EP2-expressing cells, cAMP HTRF FRET, PGE2 co-stimulation; induction, % at 25 µM; 0.83% of 260,000 active;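 active = compounds whose cAMP rise, as percent of the full-agonist control response, exceeds 60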;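 also: rat C6 glioma line stably carrying human EP2 under a CMV promoter; the protocol text gives 20 µM as final concentration; 100% = response of wells given 1 µM PGE2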
Hck-Nef inh – inhibitors of human Hck kinase activated by Nef; P08631; Recombinant Hck-YEEI plus Nef, Z-Lyte FRET kinase assay; inhibition, % at 20 µM; 0.68% of 220,000 active;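 active = Hck-Nef kinase inhibition above about 50%, limit read from the data; inactive = inhibition below that limit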;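 also: 0% = DMSO with Hck plus Nef and 100% = Hck alone without Nef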
Target sequence (P08631 whole entry, looked up): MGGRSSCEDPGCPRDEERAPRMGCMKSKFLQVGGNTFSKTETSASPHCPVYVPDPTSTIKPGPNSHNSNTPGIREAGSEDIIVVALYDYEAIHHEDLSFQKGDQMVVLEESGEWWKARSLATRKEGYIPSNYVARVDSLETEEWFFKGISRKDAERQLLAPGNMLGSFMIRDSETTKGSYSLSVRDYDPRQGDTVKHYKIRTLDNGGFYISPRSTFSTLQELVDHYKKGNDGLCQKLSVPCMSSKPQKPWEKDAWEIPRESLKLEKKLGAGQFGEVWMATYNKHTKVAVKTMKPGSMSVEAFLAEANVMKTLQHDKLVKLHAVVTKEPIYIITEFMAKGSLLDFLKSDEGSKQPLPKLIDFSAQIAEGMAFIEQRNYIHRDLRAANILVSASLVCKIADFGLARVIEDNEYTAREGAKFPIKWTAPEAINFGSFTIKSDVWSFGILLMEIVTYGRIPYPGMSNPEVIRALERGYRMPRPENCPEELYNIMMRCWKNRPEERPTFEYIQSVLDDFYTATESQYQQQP
Active calls of the source: *; . = no result given; & = joins results of further samples. An excerpt; count on the stated rates, not on these rows.

Every second line gives: RBBP9 inhibitor, PERK inhibitor, zVAD death inh, TNF death inh, Runt-CBFb FRET, Runt-SMMHC FRET, PGE2 EP2 inh, EP2 modulator, Hck-Nef inh
- O=C(NCc1ccco1)[C@@H]1CSC2c3ccccc3C(=O)N21 (stereo partly drawn)
→ -8, 0.4, 0.0, -4.4, 0, -7, 6, 28, 2
- Cc1ccc(OCC(=O)Nc2cccc3c2CCCC3)cc1C
→ -8, 0.6, -0.1, -2.8, ., ., 15, ., 3
- CCC(CC)NC(=O)COc1ccc(OC)cc1C=O
→ -10, 0.6, 6.9, -0.3, 0, 2, 9, 5, 22
- O=C(CSc1ccc(-c2ccco2)nn1)N1CCCCCC1
→ -1, 1.5, 1.4, 1.2, 3, 4, 7, 14, 1
- Cc1cc(C(=O)COc2ccccc2C(N)=O)c(C)n1C
→ 5, -0.3, 3.2, 1.3, 0, -5, 9, -11, -39
- O=C(COC(=O)c1cc(=O)[nH]c2ccccc12)NCc1cccs1
→ 5, 2.1, 1.2, -0.7, -2, 1, 12, -18, 10
- Cc1ccccc1NC(=O)C(Cl)=C(Cl)Cl
→ -6, -0.7, -0.5, -6.5, -1, 1, 4, 11, 21
- CCOC(=O)c1c(-c2ccccc2)csc1NC(=O)COc1ccc2c(C)cc(=O)oc2c1
→ -2, 0.3, 0.6, -4.5, -3, 1, 8, 14, 3
- Cc1ccnc(NC(=O)c2ccc3c(c2)OCO3)c1
→ 0, -0.1, 0.0, -9.3, 2, -1, 16&14, -15&8, 17
- O=C1c2cccc3cccc(c23)C(=O)N1CCCc1n[nH]c(=S)n1-c1ccccc1
→ 0, 0.7, -1.0, -0.4, 2, 11, 9, 27, -7
- Cc1noc(C)c1COc1ccc(C(=O)OCC(=O)OC(C)(C)C)cc1
→ 1, 0.9, 4.3, -0.9, -4, 1, 8, -3, -11
- CCOC(=O)c1cccc(NC(=O)CSc2nnc(C3CCCCC3)n2C)c1
→ -3, -0.8, 0.1, 1.2, -1, -1, 6, 11, 0
- CCNS(=O)(=O)c1ccc(NC(=O)c2ccc(Cn3cc([N+](=O)[O-])cn3)o2)cc1
→ 3, 0.7, -0.4, 1.5, 2, -2, 3, -20, 2
- O=c1c2ccccc2nnn1CSc1ccccc1F
→ -6, 0.5, 0.0, 6.3, -2, 2, 9, 29, 6
- N/C(=C\C(=O)c1cc(Cl)ccc1O)C(Cl)(Cl)Cl
→ 8, -1.2, -0.2, -26, 2, 0, 2, 6, -4
- CSC1=N/C(=C\c2cccc(F)c2)C(=O)S1
→ -6, 0.4, -0.5, -2.9, 3, -5, 13, 12, 1
- N#Cc1c(N2C(=O)Nc3ccccc3N2O)sc2c1CCCCCC2
→ -2, 0.8, 0.8, 0.5, 2, -4, 5, -47, 5
- O=C(NN1CCOCC1)c1ccc(Br)s1
→ -6, 0.6, -0.2, -0.6, 2, -2, 21, 5, 3
- CCC(NS(=O)(=O)c1ccc(C)cc1)C(=O)N1CCC2(O)CCCCC2C1 (stereo not drawn)
→ -5, 0.3, -0.1, -1.1, -1, 2, 10, 18, 2
- COc1cc(CN2CCN(Cc3ccc([N+](=O)[O-])cc3)CC2)c([N+](=O)[O-])cc1OC
→ 8, -1.2, -0.2, -0.7, 2, 3, 10, -2, 35
- CO/N=C(\N)c1ccc([N+](=O)[O-])cc1
→ -2, 0.8, 0.6, 0.8, 0, 4, 8, 9, 3
- O=C1/C(=C/Nc2ccc3c(c2)OCO3)CCc2ccccc21
→ -5, 0.0, 0.3, -9.0, 16, -4, 12, 36, -1
- COc1ccc(-c2nn(CCC#N)cc2/C=N/O)cc1OC
→ -7, 0.2, 6.5, 0.1, 0, -5, 4, 1, 13
- NC1=Nc2cccc3cccc1c23
→ -6, -0.7, 0.7, 1.6, 1, -18, 11, -77, 21
- OCCN1CCN(CC(O)COc2ccc3c(c2)OCO3)CC1 (stereo not drawn)
→ -2, 1.5, 0.4, -2.8, 1, -4, 12, 28, 1
- COC(=O)C1=C(N)Oc2cc(C)[nH]c(=O)c2C1c1ccccc1OC (stereo not drawn)
→ -3, 1.8, 1.0, -1.7, 1, 0, 10, 8, 11
- COc1ccc(C(c2nnnn2CC2CCCO2)N2CCN(c3cccc(C)c3C)CC2)cc1 (stereo not drawn)
→ -1, -0.9, -0.1, -5.1, -6, -1, 13, 26, -1
- COc1cccc(NS(=O)(=O)c2ccc(S(=O)(=O)N3CCOCC3)cc2)c1
→ -8, 0.6, -0.1, 0.8, 0, 1, 4, 0, 0
- CCc1ccc(NC(=O)Cn2nnc(C(=O)NCc3cccs3)c2N)cc1
→ 0, 0.2, -0.4, -0.2, 2, 3, 4, -7, -7
- COc1ccc2cc(C)c(SCC(=O)Nc3cc(C)on3)nc2c1
→ -8, 0.6, 0.8, -1.9, -3, 2, 5&7, -30&8, 1
- CC(=O)Nc1nc2n(n1)C(c1ccccc1)C=C(c1ccccc1)N2 (stereo not drawn)
→ -4, -0.6, 0.7, -1.3, -64, 38, 13, -2, -3
- CCOC(=O)Cn1nc(C)c(NC(=O)COc2ccc([N+](=O)[O-])cc2)c1C
→ -2, 0.5, 0.4, 0.6, 1, -2, 11, 20, 19
- O=C(O)c1cccc(NC(=S)N/N=C/c2c[nH]c3ccccc23)c1
→ 0, 0.6, 9.3, 0.8, 11, 4, 13, -35, 28
- CC(=O)Nc1ccc(S(=O)(=O)Nc2cccn(Cc3ccc(C)cc3)c2=O)cc1
→ 3, 0.3, 3.8, 1.0, ., ., 15, -3, 19
- COc1ccc(NC(=O)CSc2nnc3ccc(-c4ccncc4)nn23)cc1OC
→ 2, 0.0, 2.4, 1.5, -1, 0, 6, 24, 18
- O=C(O)COc1cnc2ccccc2n1
→ -6, 1.2, 0.4, 0.0, 0, -1, 1, 12, -1
- COc1ccc(Cl)cc1N(C(=O)Nc1cccc(Cl)c1)C1=NCC(C)S1 (stereo not drawn)
→ -7, 0.2, 1.3, 2.6, -1, -2, 2, 42, 1
- CCN1CCN(C(=O)C(C)Nc2ccc(OC)cc2OC)CC1 (stereo not drawn)
→ 6, -0.5, 0.3, -0.8, -2, -10, 8, 21, 2
- CCOc1ccc(-c2nc(N)ncc2-c2ccccc2)c(O)c1
→ 1, -0.2, 35, 0.7, -1, 4, 10, 7, -1
- Cc1ccc(C)c(OCC(=O)N2CCOCC2)c1
→ -1, 1.0, 0.5, -0.4, -1, -4, 6&13, -14&7, 1
- O=C(O)c1ccc(-n2c(-c3ccccc3)n[nH]c2=S)cc1
→ -2, 1.1, -0.1, -1.2, 17, 10, 13, 43, -1
- CC(C)Nc1ccc(Cl)cc1[N+](=O)[O-]
→ 9, 0.5, 0.4, -0.7, 1, -6, 8, 34, 2
- CC(=O)NC(Cc1ccccc1)C(=O)N1CCN(C(=S)NCC(C)C)CC1 (stereo not drawn)
→ -4, 0.0, 1.4, 0.4, 0, 1, 7, -13, 6
- CS(=O)(=O)N(CCc1ccccc1)CC(=O)NCc1ccc2c(c1)OCO2
→ -6, -0.1, -0.1, -0.8, 0, 1, 12, 24, 0
- C=C(C)Cn1c(CCCNC(=O)CCC)nc2ccccc21
→ -7, -0.7, 0.4, 1.3, -1, 0, 11, -10, -4
- CCOC(=O)c1c(C)[nH]c(C)c1C(=O)COC(=O)c1cccc(S(=O)(=O)NC)c1
→ -1, -0.4, 0.3, -1.2, -2, 1, 12, 1, 0
- CCCCOC(=O)c1ccc(NC(=O)CSC2=Nc3ccccc3C3CC=NN23)cc1 (stereo not drawn)
→ -2, -0.3, -0.6, -3.3, -7, 2, 11, -5, 8
- Oc1c(Cl)cc(Cl)cc1/C=N/NC(=S)NC1CC2C=CC1C2 (stereo not drawn)
→ 1, 1.3, 0.1, -3.7, 12, 90*, 18, -48, -88
- O=C(CCN1C(=O)COc2ccccc21)NCCCN1CCc2ccccc2C1
→ -7, -0.6, -0.5, -3.3, 3, -2, 8, 10, -2
- CN1CC(c2ccccc2)C2(COc3ccccc3C2=O)C12C(=O)Nc1ccccc12 (stereo not drawn)
→ -1, -0.8, -0.2, -2.7, 0, 1, 5, 57, 0
- CN(C)S(=O)(=O)N1CCN(c2ccc([N+](=O)[O-])cc2)CC1
→ -6, 0.5, 0.1, -1.2, -3, -8, 1, -10, 5
- OCCN1CCN(c2ncnc3ccc(Br)cc23)CC1
→ -6, 0.5, 1.2, 1.8, 2, -6, 11, -4, 2
- COCc1cc(C)nc(SCC[N+](C)(C)CC(=O)c2ccc(Br)cc2)c1C#N
→ 1, 1.0, 0.2, -0.3, -1, 2, 4, -3, 15
- CC1CCCCC1NC(=O)c1ccc(CNc2c(N3CCCC3)c(=O)c2=O)cc1 (stereo not drawn)
→ -10, 1.2, 2.6, 1.4, 4, 0, 8, 16, 3
- NC(=O)N1OCC2COc3ccc4ccccc4c3C21 (stereo not drawn)
→ -6, 0.1, 0.1, 0.5, 1, 0, 13, 4, 1
- CC(C(=O)Nc1cccnc1)n1cc([N+](=O)[O-])cn1 (stereo not drawn)
→ -10, 0.1, -0.8, 0.3, 1, 2, 3, 8, 4
- CCOC(=O)C1=C(C)NC2=C(C(=O)CCC2)C1c1cccnc1 (stereo not drawn)
→ 4, 1.1, -0.6, -1.9, 22, 49, 3, 35, 23
- CCN(CCCNC(=O)C1CCC(=O)N1C1CCCC1)c1cccc(C)c1 (stereo not drawn)
→ -6, 0.0, 0.6, 0.7, 2, 0, 17, 24, 2
- CC(=O)CSc1cc(-c2ccccc2)nc2ncnn12
→ -10, 1.3, -0.7, -5.3, 1, 2, 8, -44, 24
- Fc1ccc2c(c1)C(c1cccnc1)=NNC(c1cccs1)=N2
→ 1, -0.1, 0.7, -6.9, 0, 0, 10, 2, -2
